# Compound activity deposited in PubChem BioAssay by National Center for Advancing Translational Sciences (NCATS).
# BAZ2B block – qHTS Assay for Inhibitors of BAZ2B; Bromodomain adjacent to zinc finger domain protein 2B (Homo sapiens), Q9UIF8; AlphaScreen BAZ2B-H3K14Ac peptide displacement; AID 504333, 2011; Potency, µM (top dose mostly 114 µM), for inactives: at the highest dose activity change, negative = inhibition, hits mostly inhibitors; actives 4.4% (n = 360,000); also: nearly all actives have a fitted effect of over 60% in size
#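 Inhibition is scored as reduced AlphaScreen emission. The BAZ2B/b-H3(5-23)K14Ac complex (50 nM each) in PBS pH 7.4, 0.01% Tween-20 meets compound (up to 110 uM) for 30 min at RT before bead addition.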
# G9a inh – qHTS Assay for Inhibitors of Histone Lysine Methyltransferase G9a; G9a H3K9 monomethylation, AlphaScreen, 2 h; Potency, µM (doses to about 102 µM), for inactives: at the top dose activity, negative = inhibition, usual class: inhibitors; actives 8.8% (n = 350,000); also: nearly all actives have a fitted effect of over 75% in size
# Target sequence (Q96KQ7 913-1193 limits assumed): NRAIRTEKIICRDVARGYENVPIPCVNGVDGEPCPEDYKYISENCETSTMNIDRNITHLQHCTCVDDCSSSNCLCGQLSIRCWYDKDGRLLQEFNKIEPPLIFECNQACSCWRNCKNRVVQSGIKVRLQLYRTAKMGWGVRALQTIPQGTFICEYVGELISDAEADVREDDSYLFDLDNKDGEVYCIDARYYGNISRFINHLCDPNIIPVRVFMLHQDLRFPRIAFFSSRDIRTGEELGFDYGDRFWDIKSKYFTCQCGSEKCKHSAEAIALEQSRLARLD
#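 AlphaScreen read-out: biotin-H3K9 peptide (500 nM) methylation by 20 nM enzyme with 20 uM SAM, 2 h at room temperature after 15 min compound preincubation; anti-monomethyl H3K9 antibody plus donor/acceptor beads, 10 min dark.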
# * = called active by the depositor; ? = inconclusive; [ ] = dose if it differs, or a comment. Calls follow the shape of the dose curve; as a rule, active = well fitted inhibition curve with a large enough effect; inconclusive = small, poorly fitted or top-dose-only effect; inactive = no such curve, though single readings can be large or run the other way. % is scaled to controls: 0 for no effect and ±100 for the full control effect; potency is read from the fitted curve at half-maximal effect. Only part of the results is shown. The share of hits here may be higher or lower than overall.
SMILES,BAZ2B block,G9a inh
Cc1ccc2nc(C)c(CN3CCN(c4ccc([N+](=O)[O-])cc4Cl)CC3)n2c1,40µM*,50µM*
Nc1nc(-c2cccnc2)nn1C(=O)c1ccco1,-6%,-37%[12.7 µM]
Cc1ccc(S(=O)(=O)NC(=O)N2CCC(C)CC2)cc1,23%,15%[59 µM]
Cc1cc(/C=N/Nc2nc(N)ncc2[N+](=O)[O-])c(C)n1-c1cccc(C(F)(F)F)c1,-11%,4%[12.7 µM]
Oc1ccc(N=Nc2ccc3c(c2)OCO3)c2ccccc12,?,1%[12.7 µM]
O=C(CCl)N1c2ccccc2CCc2ccccc21,-2%,?
C#CCOCCOCCOCCNc1nc(N2CCN(C(=O)CCCCCCCCCCNC(=O)[C@H](CO)n3cc(CCCSC)nn3)CC2)nc(N2CCN(C(=O)CCCCCCCCCCNC(=O)[C@@H]([C@H](C)O)n3cc(C)nn3)CC2)n1,-30%,-8%[2.33 µM]
Cc1ccc(/C=N/NC(=O)c2c(-c3ccccc3)noc2C)c(O)c1,-24%,32%
CCOc1cc(NC(=O)C2CC2)c(OCC)cc1NC(=O)c1cccnc1,3%,-50%
Cc1noc(C)c1S(=O)(=O)NCCCN1CCN(Cc2ccccc2)CC1,-3%,-18%[12.7 µM]

# 5 compounds already listed, arranged by formula weight, lowest first:
SMILES,BAZ2B block,G9a inh
Nc1nc(-c2cccnc2)nn1C(=O)c1ccco1,-6%,-37%[12.7 µM]
Oc1ccc(N=Nc2ccc3c(c2)OCO3)c2ccccc12,?,1%[12.7 µM]
Cc1ccc(/C=N/NC(=O)c2c(-c3ccccc3)noc2C)c(O)c1,-24%,32%
Cc1ccc2nc(C)c(CN3CCN(c4ccc([N+](=O)[O-])cc4Cl)CC3)n2c1,40µM*,50µM*
C#CCOCCOCCOCCNc1nc(N2CCN(C(=O)CCCCCCCCCCNC(=O)[C@H](CO)n3cc(CCCSC)nn3)CC2)nc(N2CCN(C(=O)CCCCCCCCCCNC(=O)[C@@H]([C@H](C)O)n3cc(C)nn3)CC2)n1,-30%,-8%[2.33 µM]

# Following part:
SMILES,BAZ2B block,G9a inh
COc1ccc2o/c(=N/NC(=S)Nc3ccccc3)c(C(N)=O)cc2c1,6%,?
O=C(CN1C(=O)CC(c2ccccc2)S(=O)(=O)c2ccccc21)N1CCOCC1 (centres undefined),-14%,0%[59 µM]
Cc1ccnc(N=Cc2c(O)ccc3oc4c(c23)CCCC4)c1,68%[activator],74%[activator][59 µM]
CC1(C)[C@@H](O)CC[C@]2(C)C3C(O)C=C4[C@H]5C[C@@](C)(C(=O)O)CC[C@]5(C)CC[C@]4(C)[C@]3(C)CC[C@@H]12 (some centres undefined),-11%,-14%[12.7 µM]
CCOc1ccc(CCN2C(=O)C(=O)N([C@H](CCCN(C)Cc3ccccc3)CNCc3ccccc3)C[C@@H]2C(C)C)cc1,?,-21%[59 µM]
CCc1nc(N2CCN(c3nc(C)cc(C)n3)CC2)c2oc3ccccc3c2n1,-6%,3%[2.33 µM]
COc1ccc(NC(=O)c2ccc3c(SCC(=O)O)c4c(nc3c2)CCCC4)cc1Cl,-34%,?
CCSc1nnc(NC(=O)/C=C/c2ccc3c(c2)OCO3)s1,6%,-2%[59 µM]
CC1(C)CC(NC(=S)NCc2ccc3c(c2)OCO3)CC(C)(C)N1,56µM*,40µM*
O=C(CN1C(=O)NC2NC(=O)NC21)N/N=C/c1ccccc1F (centres undefined),-5%,7%
CCNC(=S)Nc1cccc([N+](=O)[O-])c1,-4%,?
Cc1noc(C)c1S(=O)(=O)Nc1ccc(C(=O)N2CCC(C)CC2)cc1,3%,9%
COc1ccc2c(COC(=O)CCS(=O)(=O)c3ccccc3)cc(=O)oc2c1,-12%,2%
COCCNC(=O)c1cc(Sc2nnc(C)s2)nc2ccccc12,-2%,8%
Cc1ccc(S(=O)(=O)c2cc3c(=O)n4cccc(C)c4nc3n(Cc3ccco3)c2=N)cc1C,2%,-3%
CC1CCN(C(=O)C2CCN(CCCc3ccccc3)CC2)CC1,?,14µM*
O=C(CCCCCNC(=O)c1ccccc1)N=Nc1c(O)[nH]c2c(Br)cc(Br)cc12,-15%,-32%[59 µM]
O=C(NC1CCCCC1)C(=S)NC1CCCCC1,5%,6%
COc1cc2c(cc1OC)C1O[C@](CCCCN3C(=O)c4ccccc4C3=O)(C2)Oc2c1c(=O)oc1ccc(F)cc21,8.9µM*,?
Cn1cccc1/C=N/NC(=O)c1sc2cc(Cl)ccc2c1Cl,-3%,13%

# Single records, from the list above. Order of screens: BAZ2B block | G9a inh
# Record of CCNC(=S)Nc1cccc([N+](=O)[O-])c1 : -4% | ?
# Record of Cc1ccc(S(=O)(=O)c2cc3c(=O)n4cccc(C)c4nc3n(Cc3ccco3)c2=N)cc1C : 2% | -3%

# Additional records follow.
SMILES,BAZ2B block,G9a inh
CCN(CC)CCN1C(=O)C(=O)/C(=C(/O)c2ccc(OCC(C)C)cc2)C1c1ccncc1 (centres undefined),-32%,?
Cc1nc2ccccc2c2c1C(=O)N(CCC1=CCCCC1)C2=O,-9%,-41%[12.7 µM]
CCOC(=O)c1[nH]c2ccc(OC)cc2c1NC(=O)C(C)N1CCC2(CC1)OCCO2 (centres undefined),37%[activator],-32%
CCC(=O)Nc1ccc(C(=O)CN2CCC(C)CC2)cc1,-7%,10µM*
COc1ccc(C(OCC2CO2)c2ccc(OC)cc2)cc1 (centres undefined),12%,61%[activator]
COc1ccc(Nc2cc(C(=O)NCc3ccccn3)c3ccccc3n2)c(OC)c1,?,-34%
COc1cccc(/C(O)=C2/C(=O)C(=O)N(CCCN(C)C)C2c2cccc(Cl)c2)c1 (centres undefined),8%,-8%
Brc1ccc(-c2csc(N3CCCCC3)n2)cc1,23%,5%[12.7 µM]
COc1ccc(C2=NNC(c3cc(Cl)cc4c3OCOC4)C2)c(O)c1 (centres undefined),-1%,50µM*
Cn1nc(OC(=O)Nc2ccccc2)cc1C(F)(F)F,6%,8%[59 µM]
c1cncc(-c2nc(Oc3ccc(-c4nnco4)cc3)c3c4c(sc3n2)CCCC4)c1,-1%,-4%
COc1cc(C)c(CNc2ccc(OC)c(OC)c2)cc1C,45µM*,?
O=[N+]([O-])c1ccc(-c2ccc(/C=N/c3c(-c4ccco4)nc4ccccn34)o2)c(Cl)c1,?,?
Cc1cc(C)c(NS(=O)(=O)c2ccc(NC(=O)/C=C/C(=O)O)cc2)c(C)c1,-26%,-43%[59 µM]
Cn1c(=O)c(C(=O)Nc2cnccn2)c(O)c2ccccc21,16%,24%[59 µM]
Cc1cccc(N2CCN(S(=O)(=O)c3ccc4[nH]c(=O)c(=O)[nH]c4c3)CC2C)c1 (centres undefined),?,?
CCOC(=O)c1cc(-c2ccc(Cl)cc2)nc2onc(C)c12,36%[activator],35%[59 µM]
COc1ccc(Oc2coc3cc(OCC(=O)N4CCCCC4)ccc3c2=O)cc1,-10%,-11%[59 µM]
CC(C)c1ccc(S(=O)(=O)N2CCN(CC(=O)c3ccc(O)c(O)c3)CC2)cc1,40µM*,8.9µM*
O=C(OC[C@H]1O[C@@H](OC(=O)c2cc(O)c(O)c(OC(=O)c3cc(O)c(O)c(O)c3)c2)[C@H](OC(=O)c2cc(O)c(O)c(OC(=O)c3cc(O)c(O)c(O)c3)c2)[C@@H](OC(=O)c2cc(O)c(O)c(OC(=O)c3cc(O)c(O)c(O)c3)c2)[C@@H]1OC(=O)c1cc(O)c(O)c(OC(=O)c2cc(O)c(O)c(O)c2)c1)c1cc(O)c(O)c(OC(=O)c2cc(O)c(O)c(O)c2)c1,0.79µM*,1.4µM*
O=C(CSc1nc2c(cnn2-c2ccc(F)cc2)c(=O)[nH]1)N1N=C(c2cccs2)CC1c1ccc(F)cc1 (centres undefined),1.3µM*,32µM*
Cc1ccc2[nH]c3c(c2c1)CN(C(=O)CN1CCN(C(=O)c2ccco2)CC1)CC3,-19%,?
O=C(Cn1nc(-c2ccc3c(c2)OCCO3)ccc1=O)Nc1cccc(NC(=O)c2ccccn2)c1,-4%,5%
Cc1ccc(C(=O)NC(=S)N(C)C2CCCCC2)cc1Br,-34%,44%
COc1ccc(-c2csc(NC(=O)COC(=O)Cc3ccc(Cl)cc3Cl)n2)cc1,-1%,-1%
CCN1C(=O)[C@H]2[C@@H](c3ccc(-c4ccc(F)cc4)c(OC)c3)N[C@@](CC(C)C)(C(=O)OC)[C@H]2C1=O,2%,12%[2.33 µM]
CCOc1ccc(-c2nc(-c3ccc(OC)c(OC)c3)no2)cc1OCC,8%,20%[59 µM]
COc1ccc(NC(=S)N(C(C)C)C2CCN(C(C)C)CC2)cc1Cl,-1%,45µM*
CC(C)c1ccc(C2C3CSCC=C3C(C#N)=C(N)C2(C#N)C#N)cc1 (centres undefined),?,-39%[59 µM]
CCOC(=O)c1c(NC(=O)CSc2nc3cc(Cl)ccc3s2)sc(C(C)=O)c1C,-3%,-21%[59 µM]
O=C(/C=C/c1ccc(F)cc1)Nc1nc2ccccc2[nH]1,-6%,15%[59 µM]
O=C(c1ccncc1)N1C2C=CC(C2)C1(C(F)(F)F)C(F)(F)F (centres undefined),22%,?
Cc1ccc(Cl)cc1N1CCN(C(=O)c2ccc3c(c2)CCN3S(C)(=O)=O)CC1,-25%,-13%
Cc1cc(C)nc(NC(=O)CSc2ncccn2)n1,4%,-3%
CSc1cccc(NC(=O)c2ccccn2)c1,13%,-4%
Cc1ccc(S(=O)(=O)NCCC(=O)N2CCCCC2)cc1,10%,10%[59 µM]
Cn1c(=O)c2[nH]c(N3CCN(c4ccccn4)CC3)nc2n(C)c1=O,9%,9%
COc1ccc(C(C#N)Nc2ccccc2)cc1 (centres undefined),2%,12%
CCOc1ccc(-n2c(Cc3cc(=O)[nH]c(=O)[nH]3)nnc2SCc2cccnc2)cc1,-1%,56µM*
c1ccc(Cc2ccc(OCCCNC3CCCC3)cc2)cc1,56µM*,13µM*
CCOC(=O)N1CCC(N(CCN(C)C)C(=S)Nc2ccc(OCC)cc2)CC1,-16%,-41%
COc1cc([N+](=O)[O-])ccc1NC(=O)CSc1nc2ccccc2n1-c1ccccc1,-35%,?
CCN1CCN(c2ncnc3c2oc2nc(C(C)C)c4c(c23)CCC4)CC1,20%,12%[59 µM]
Cc1ccc2c(C)nc(NC3=NCN(CCc4ccccc4)CN3)nc2c1,0%,24%
COC(=O)N/N=C(/c1ccccc1)C1CCCCC1,-15%,-18%
Cc1nc(N)sc1C(=O)N/N=C/c1ccccc1[N+](=O)[O-],-14%,14%
C=CCn1c(-c2ccc(=O)n(Cc3ccccc3)c2)n[nH]c1=S,-23%,18µM*
Cc1ccc(OCc2nnc(NC(=O)OCC(C)C)s2)c(C)c1,-8%,-5%[59 µM]
CCCCC(=O)Nc1sc2c(c1-c1nc3ccccc3s1)CCN(C(C)=O)C2,8%,-21%[59 µM]
CN1c2ccccc2C(C)(C)C12CC(c1ccc(Cl)c(S(=O)(=O)N3CCCC3)c1)=NO2 (centres undefined),3%,-34%[59 µM]
# Next part.
SMILES,BAZ2B block,G9a inh
C#CCOCCOCCOCCNc1nc(N2CCN(C(=O)[C@H](CCCCN)n3cc(C(N)CO)nn3)CC2)nc(N2CCN(C(=O)[C@H](CCC(=O)O)n3cc(C(N)CC(C)C)nn3)CC2)n1 (some centres undefined),20µM*,?
CCOc1ccc2nc(NC3=NCN(Cc4ccco4)CN3)nc(C)c2c1,14%,37%
COc1ccc(Cl)cc1Nc1nc(-c2sc(NC(=O)c3ccccc3)nc2C)cs1,56µM*,35µM*
CCCCn1c(=S)[nH]c2ccc(N3CCOCC3)cc2c1=O,-17%,20µM*
CCOc1ccc(/C=C2\N=C(c3cccs3)OC2=O)cc1OC,0%,11%[59 µM]
COc1ccc(C2C(C(C)=O)=C(O)C(=O)N2CCN(C)C)cc1OC (centres undefined),-11%,50µM*
O=C1[C@@H]2C3C=CC(O3)[C@@H]2C(=O)N1c1ccccc1,8%,?
Cc1sc2nc(-c3cccs3)nc(N3CCCN(C)CC3)c2c1C,7%,-26%[59 µM]
O=C(NC1CC1)c1ccc2c(c1)S(=O)(=O)c1cc(Cl)ccc1C2=O,6%,-3%[0.501 µM]
O=C(N/N=C/c1ccncc1)c1cccc([N+](=O)[O-])c1,-22%,14%
O=C(CN1C(=O)c2ccccc2C1=O)Nc1nc(-c2cccc([N+](=O)[O-])c2)cs1,2%,7%[59 µM]
CNC(=O)c1cc2c(ccc3ccccc32)oc1=N,5%,?
COc1ccc([C@]23Cc4cc(C#N)ccc4C(O2)c2c(c4ccc(OC)cc4oc2=O)O3)cc1,?,?
CSC1=C(C#N)C(c2ccccc2Cl)C2=C(CCCC2=O)N1 (centres undefined),0%,2%[59 µM]
Cc1cc2c(c(=O)n1Cc1ccccc1)C1O[C@](CCCCN3C(=O)c4ccccc4C3=O)(Cc3cc(C#N)ccc31)O2,?,3%[2.33 µM]
O=C(COc1cccc2ccccc12)Nc1cc(S(=O)(=O)N2CCOCC2)ccc1N1CCOCC1,-25%,-26%
COc1ccc(-c2nnc3n2N=C(c2ccccc2)CS3)cc1OC,1%,17%[59 µM]
Cc1ccc(C)n1-c1ccc(C(=O)NCc2cccnc2)cc1,-33%,-31%
COc1ccc(C(=O)Nc2ccc3nc4n(c(=O)c3c2)CCCC4)cc1[N+](=O)[O-],8%,51%[activator][59 µM]
Cc1[nH]c(=O)[nH]c1CN1CCCCC1,-4%,?
